# High-throughput results as filed in PubChem.
# NR2F2 inh: NR2F2 transcriptional activity inhibitors, primary screen, cell-based, luciferase reporter, HEK293T, luminescence | COUP transcription factor 2 (Homo sapiens), P24468 | HEK293T NGFI-A luciferase reporter | inhibition, % at 8.6 µM | 370,000 compounds, 0.7% hits;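 active = inhibition above a per-plate cutoff, mean inhibition of test wells between control levels plus 3 SD, cut at about 38% in these data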;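 also: cells cotransfected with COUP-TFII expression vector driving the NGFI-A reporter; 0% = median of COUP-TF2 test wells and 100% = reporter-only cells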
# Target sequence (P24468 whole entry, looked up): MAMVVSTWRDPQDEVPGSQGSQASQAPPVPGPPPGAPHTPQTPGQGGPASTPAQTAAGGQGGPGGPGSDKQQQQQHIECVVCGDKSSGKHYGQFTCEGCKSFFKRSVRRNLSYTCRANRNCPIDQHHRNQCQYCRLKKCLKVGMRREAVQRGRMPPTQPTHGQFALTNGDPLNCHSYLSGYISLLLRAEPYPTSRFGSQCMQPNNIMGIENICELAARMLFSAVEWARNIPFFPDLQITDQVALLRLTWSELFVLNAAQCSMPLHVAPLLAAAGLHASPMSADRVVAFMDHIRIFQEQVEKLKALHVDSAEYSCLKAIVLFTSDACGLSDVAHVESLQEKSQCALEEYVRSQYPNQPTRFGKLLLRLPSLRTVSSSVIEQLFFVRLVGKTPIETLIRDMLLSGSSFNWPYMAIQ
# NCOA2 inhibitor: inhibition of GAL4-SRC2 driven luciferase reporter, primary screen, SRC2 inhibitor project, cell-based, luminescence | HEK293 GAL4-SRC2 luciferase reporter | inhibition, % at 9 µM | 370,000 compounds, 0.17% hits;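 active = inhibition above the mean inhibition of all tested compounds plus 3 SD, set per campaign, cut at about 52% in these data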;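 also: 0% = DMSO treated cells and 100% = cells given Gossypol at 36 µM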
# Starred values were filed as active, the others as inactive.
NR2F2 inh,NCOA2 inhibitor,molecule
-13,-10,O=C(NCC1CCN(C(=O)C(=O)c2cc3ccccc3o2)CC1)c1ccc2c(c1)OCO2
16,5,CC(C)N1CCCCC(NC(=O)Cc2ccccc2)C1=O (stereo not given)
8,-2,CCOC(=O)N1CCN(C(=O)C[C@@H]2C[C@]3(C(=O)OCC)CCC4=C3N(CCC4)C2=O)CC1
-6,-10,CCCCCCCCN1C(=O)[C@@H](CC(=O)NCCCC)C[C@@]2(C(=O)OC)C1=C[C@H](C(C)(C)C)O[C@@H]2C
7,13,O=C(N[C@@H]1CC[C@H]2SC[C@H](C(=O)O)N2C1=O)OCC1c2ccccc2-c2ccccc21
44*,16,O=c1c2cc3cccnc3nc2ncn1CCc1c[nH]c2ccccc12
11,-16,CCC(=O)N1CCc2cc(Br)c(S(=O)(=O)NCCCN(CC)Cc3ccccc3)cc21
-11,2,O=S1(=O)CCSC[C@@H](CN2CCCC2)N1
2,15,CCOC(=O)[C@]12CCCC=C1N(CCCOC)C(=O)[C@@H]2CC(=O)N1CCCCC1
9,2,CCCCCN(C(=O)CCc1cn(CCCCC)c2ccccc12)c1ccc(N(C)c2ccccn2)cc1
-25,-54,CS(=O)(=O)c1ccccc1-c1csc(N2CCC(C(N)=O)CC2)n1
-21,13,COc1ccc(Cn2ccc3ccc(-c4ccc5ccn(Cc6ccccc6C)c5c4)cc32)cc1
-9,-27,Nn1c(SCC(=O)N2c3ccccc3Sc3ccc(Cl)cc32)nnc1-c1n[nH]c2c1CCC2
2,-22,C=CCN(CC#Cc1ccccc1)Cc1ccc(OC)cc1OC
-22,-27,NC(=O)Cc1cccc(C(=O)c2ccccc2)c1N
4,-36,COc1ccc(CNC(=O)c2ccc(Br)cc2)cc1
-8,14,CCn1c2c(n(C(C)=O)c1=O)C[C@@H](c1ccccc1)[C@@H](C)[C@@H](C(=O)N1CCCC1)C2
-31,-27,COc1ccc(C2CC(=O)C(c3ccc4ccccc4c3)=CN2Cc2ccccc2)cc1 (stereo not given)
-2,13,Cc1ccccc1Cn1cc(COC(=O)NCCc2ccccc2)nn1
8,17,CC(C)C[C@H]1COc2cccc(F)c2S(=O)(=O)N1Cc1cn(CCC2OCCO2)nn1
-12,-19,COc1cccc(O[C@H]2C=C[C@@H](c3ccccc3)O[C@@H]2CO)c1
-3,7,CC1CCN(c2ccc(C(=O)O)cc2NS(=O)(=O)c2ccc(Br)s2)CC1
18,-12,CCOC(=O)Cc1nc(N2CCN(Cc3cccc4c3OCO4)CC2)c2c(C)c(C(=O)OCC)sc2n1
0,-7,CN(CCO)c1cccc2c1S(=O)(=O)N(Cc1cn(Cc3ccc(F)cc3)nn1)Cc1ccccc1O2

# 13 structures out of the list, sorted by count of non-hydrogen atoms, rising.
NR2F2 inh,NCOA2 inhibitor,molecule
-11,2,O=S1(=O)CCSC[C@@H](CN2CCCC2)N1
4,-36,COc1ccc(CNC(=O)c2ccc(Br)cc2)cc1
-12,-19,COc1cccc(O[C@H]2C=C[C@@H](c3ccccc3)O[C@@H]2CO)c1
2,-22,C=CCN(CC#Cc1ccccc1)Cc1ccc(OC)cc1OC
44*,16,O=c1c2cc3cccnc3nc2ncn1CCc1c[nH]c2ccccc12
2,15,CCOC(=O)[C@]12CCCC=C1N(CCCOC)C(=O)[C@@H]2CC(=O)N1CCCCC1
-8,14,CCn1c2c(n(C(C)=O)c1=O)C[C@@H](c1ccccc1)[C@@H](C)[C@@H](C(=O)N1CCCC1)C2
8,17,CC(C)C[C@H]1COc2cccc(F)c2S(=O)(=O)N1Cc1cn(CCC2OCCO2)nn1
-31,-27,COc1ccc(C2CC(=O)C(c3ccc4ccccc4c3)=CN2Cc2ccccc2)cc1 (stereo not given)
-9,-27,Nn1c(SCC(=O)N2c3ccccc3Sc3ccc(Cl)cc32)nnc1-c1n[nH]c2c1CCC2
-21,13,COc1ccc(Cn2ccc3ccc(-c4ccc5ccn(Cc6ccccc6C)c5c4)cc32)cc1
0,-7,CN(CCO)c1cccc2c1S(=O)(=O)N(Cc1cn(Cc3ccc(F)cc3)nn1)Cc1ccccc1O2
9,2,CCCCCN(C(=O)CCc1cn(CCCCC)c2ccccc12)c1ccc(N(C)c2ccccn2)cc1

# The results go on:
NR2F2 inh,NCOA2 inhibitor,molecule
7,-12,CC(C)CCNC(=O)C1CCN(c2cncnc2)CC1
13,-10,C[C@H]1C2CC(OC(=O)Nc3ccc(C#N)cc3)C(C2)[C@H]2CCCCN21 (stereo not given in full)
-14,-4,CN1CCCN(S(=O)(=O)c2ccc3c(c2)n(C)c(=O)c(=O)n3C)CC1
-7,1,O=C(Nc1ccc(F)cc1)OCCN1C(=O)CCC12CCC(c1ccccc1)CC2 (stereo not given)
2,-5,C[C@H]1[C@H](c2ccccc2)Oc2cccc(NCCc3ccccc3)c2S(=O)(=O)N1Cc1ccc(F)cc1
-16,-8,COC(=O)[C@]12C[C@H](CC(=O)N3CCN(C(=O)c4ccco4)CC3)C(=O)N(Cc3ccco3)C1=C[C@H](COCc1ccccc1)O[C@@H]2C
6,-9,O=C(NCCO)C1(C(=O)C2CC2)CC(c2ccccc2C(F)(F)F)=NO1 (stereo not given)
-2,-18,COc1ccccc1-n1c(Cc2cccc3ccccc23)nnc1SCC(=O)O
11,-1,C[C@@H]1COc2cc(NCCCN3CCOCC3)ccc2S(=O)(=O)N1
5,-9,Nn1c(SCC(=O)Nc2ccc(C(=O)O)cc2)nnc1-c1ccco1
-7,-3,COCc1cn(-c2ccc3c(c2)[C@]2(CC(=O)N(C)C2c2ccccc2)C(=O)N3CC(C)C)nn1 (stereo not given in full)
15,-8,COC(=O)[C@]12C[C@H](CC(=O)NCc3ccccc3)C(=O)N(CCc3ccc(OC)c(OC)c3)C1=C[C@H](C1CCCC1)O[C@@H]2C
8,-13,Oc1ccc2[nH]cc(-c3cccs3)c2c1-c1ccccc1
-14,-24,Cc1ccc(CNC(=O)CCC2CCCN(Cc3ccc4cccc(F)c4n3)C2)o1 (stereo not given)
20,10,COC(=O)[C@]12C[C@H](CC(=O)NCc3cccc(C(F)(F)F)c3)C(=O)N(Cc3ccc4c(c3)OCO4)C1=C[C@H](C(C)(C)C)O[C@@H]2C
4,-21,COC(=O)c1cc2c(c3c4cc(OC)ccc4n(S(=O)(=O)c4cccc(C)c4)c13)C(=O)N(C)C2
-13,-17,COc1ccc(/C=C2\CC3(OC(C)=O)CCCN2C3)cc1 (stereo not given)
-18,0,CC(C)C[C@@H]1COc2cc(Br)ccc2S(=O)(=O)N1Cc1cn(Cc2ccc(Cl)cc2)nn1
-7,21,COC(=O)[C@H]1C[C@@]2(n3ccc4ccccc43)c3ccccc3N[C@H]2N1
-20,-41,COc1ccc(-c2cn(Cc3ccc(C(=O)c4ccccc4)cc3)nn2)cc1
16,4,O=C(N[C@H](C(=O)N1CCC[C@H]1C(=O)NC1CCCC1)C1CCCCC1)c1cccs1
5,8,COC(=O)c1cc(S(=O)(=O)N2CCN(c3cccc(C(F)(F)F)c3)CC2)cn1C
-16,-35,CN(C)c1ccc(C(=O)NC2CCCCN(Cc3cccc(Cl)c3)C2=O)cc1 (stereo not given)
-3,-22,COc1ccc(S(=O)(=O)Nc2ccc3c(c2)C(=O)N([C@H](C)CO)C[C@H](C)[C@H](CN(C)C(=O)Nc2ccc(F)cc2)OCCCC[C@@H](C)O3)cc1
4,11,Cc1cc(CNC(=O)[C@H]2C[C@@H]2[C@H](NP(=O)(c2ccccc2)c2ccccc2)c2ccccc2)nn1C
0,18,O=C(N[C@@H]1C[C@@H]2O[C@@H](CO)CC[C@@H]2O[C@@H]1CCc1ccc(-c2ccccc2)cc1)c1cnccn1
-14,6,C=CCN1C(=O)[C@@H](CC(=O)NCc2ccccc2)[C@]2(C(=O)OCC)CCCCC/C=C/12
8,30,COC(=O)[C@]12C[C@H](CC(=O)NCCCN3CCCC3=O)C(=O)N(Cc3ccco3)C1=C[C@H](C(C)C)O[C@@H]2C1CC1
7,8,COc1cccc(CN(C)C(=O)[C@H]2O[C@@H](n3cnc4c(=O)[nH]c(N)nc43)[C@H](O)[C@@H]2O)c1
6,-5,Nc1ccn([C@@H]2O[C@H](C(=O)N[C@H](Cc3ccccc3)C(=O)NCc3cccc4c3OCO4)[C@@H](O)[C@H]2O)c(=O)n1
7,6,COC(=O)[C@H](C(C)C)N1CCc2nnn(Cc3ccc(C)cc3)c2-c2ccccc2S1(=O)=O
0,1,O=C(C[C@@H]1C[C@@H]2c3cc(NC(=O)c4ccc5c(c4)OCO5)ccc3O[C@@H]2[C@@H](CO)O1)NCc1cccnc1
-4,-9,CC(C)=CCN1CCN(Cc2cn[nH]c2C2CCCCC2)CC1CCO (stereo not given)
12,-5,CCOC(=O)C1(Cc2ccccc2)CCN(Cc2ccc(C)cc2)CC1
15,3,C=CCNC(=O)Nc1ccc2c(c1)[C@@]1(CC(=O)N(CC(C)C)C1c1ccccc1)C(=O)N2C (stereo not given in full)
11,-9,Cc1cc(NS(=O)(=O)c2ccc(NC(=O)CSc3nc4sc(C)c(C)c4c(=O)n3Cc3ccco3)cc2)nc(C)n1
8,-18,O=C(NCCC1=CCCCC1)C1CCN(S(=O)(=O)c2ccc(Cl)s2)CC1
34,-20,Clc1ccc(-n2c(SCc3cccc4ccccc34)nnc2-c2ccccc2)cc1
-7,-35,O=C(N[C@H](C(=O)N1CCC[C@H]1C(=O)NC1CCCC1)c1ccccc1)c1ccc(Cl)cc1Cl
12,-42,O=C(Nc1cccnc1Cl)c1cccc(F)c1

# Whole records from above. Order of screens: NR2F2 inh	NCOA2 inhibitor
# CC(C)=CCN1CCN(Cc2cn[nH]c2C2CCCCC2)CC1CCO (stereo not given) in the list: -4	-9
# CCOC(=O)C1(Cc2ccccc2)CCN(Cc2ccc(C)cc2)CC1 in the list: 12	-5
# O=C(NCCC1=CCCCC1)C1CCN(S(=O)(=O)c2ccc(Cl)s2)CC1 in the list: 8	-18
# Clc1ccc(-n2c(SCc3cccc4ccccc34)nnc2-c2ccccc2)cc1 in the list: 34	-20

# Next compounds follow.
NR2F2 inh,NCOA2 inhibitor,molecule
20,19,CC(C)(C)C(=O)NC1CCCCN(Cc2ccc(Cl)cc2)C1=O (stereo not given)
10,7,C=CCN1C(=O)[C@@H](CC(=O)NCCC(C)C)[C@]2(C(=O)OCC)CCCCC/C=C/12
5,-24,O=C(CSc1nc2ccccc2nc1N1CCCCC1)N1CCN(S(=O)(=O)c2cc(Cl)ccc2Cl)CC1
-11,-15,C[C@@H]1CN([C@H](C)CO)C(=O)c2c(c3ccccc3n2C)-c2ccccc2CO[C@@H]1CN(C)C(=O)CCN(C)C
12,-21,N#Cc1ccc(OCC(=O)Nc2cc(S(=O)(=O)N3CCOCC3)ccc2N2CCCC2)cc1
1,-34,COC(=O)c1cc2c(c3c4ccccc4n(S(=O)(=O)c4ccc(C)cc4)c13)C(=O)N(CC(C)C)C2
-19,-24,O=C(C(=O)N1CCC(CNC(=O)c2cccnc2Cl)CC1)c1cccs1
14,-17,O=C(C1CCN(S(=O)(=O)c2ccc3[nH]c(=O)oc3c2)CC1)N1CCCN(Cc2ccccc2)CC1
-10,5,CCOC(=O)[C@]12CCCC3=C1N(CCC3)C(=O)[C@@H](CC(=O)NCCCOC)C2
2,-3,CC1(C)C(C=C(Cl)Cl)C1C(=O)Nc1ccc([N+](=O)[O-])cc1 (stereo not given)
-10,24,CSc1ccc(C=NNC(=O)c2cc(-c3ccc(Cl)cc3)n[nH]2)cc1
-6,8,C[C@H](O)[C@@H]1C(=O)N2CCc3c([nH]c4c(-c5ccccc5)cccc34)[C@@H]2C[C@@H]1N(C)CC1CCCCC1
-10,7,CC(C)(C)OC(=O)N1C[C@@]23C[C@H](c4cccc(F)c4)[C@@H](C[C@@H]2S1(=O)=O)O3
0,-7,CCn1c(SCC(=O)Nc2ccc(S(=O)(=O)Nc3cc(C)nc(C)n3)cc2)nc2sc(C)c(C)c2c1=O
6,21,COc1cc(NC(=O)[C@@H](Cc2ccccc2)NC(=O)[C@H]2O[C@@H](n3ccc(N)nc3=O)[C@H](O)[C@@H]2O)cc(OC)c1OC
2,-8,CCSc1nnc(NC(=O)CSc2nccn2-c2cccc(C)c2C)s1
5,-9,NC(=O)Cn1nc2sc3ccccc3n2c(=O)c1=O
-13,-12,Cn1cccc1C(=O)N1CCN(S(=O)(=O)c2ccccc2F)CC1
7,12,O=C(OC12CCCN(C1)/C(=C/c1cccc(Cl)c1)C2)c1ccccc1 (stereo not given)
6,-3,CC(C)=CCC/C(C)=C/CNCC(=O)N1c2ccccc2[C@]2(c3ccccc3)C[C@@H]3C(=O)N(C/C=C(\C)CCC=C(C)C)CC(=O)N3[C@H]12
14,15,C[C@@H]1COc2cc(Br)ccc2S(=O)(=O)N1Cc1cn(Cc2ccc(Br)cc2)nn1
16,9,COC(=O)c1ccc(C23CC4(C2)[C@H](CN(CC2CCCCC2)[C@@H]4c2ccccc2)C3c2ccc(C(F)(F)F)cc2)cc1 (stereo not given in full)
-3,-7,COc1ccc(S[C@]2(C(=O)NC3CC3)CC(=O)N[C@@H]2c2ccc(OC)cc2)cc1
5,12,CCC(Sc1nc(N)cc(=O)[nH]1)C(=O)NC(C(=O)OC)c1ccccc1 (stereo not given)
-16,-32,C[C@H]1COc2cccc(F)c2S(=O)(=O)N1C
-6,-30,C#CCN1CC(COc2ccccc2)OCCS1(=O)=O (stereo not given)
-13,-2,O=C(NCc1ccccc1)OCCN1C(=O)CCC12CCCCC2

# This is a subset. The share of hits here may be higher or lower than overall.
